Screens: PubChem BioAssay, Broad Institute
NSD2 block = inhibitors of human NSD2 methyltransferase; O96028; NSD2-SET H3K36me1 DELFIA fluorescence, biochemical; inhibition, % at 12.5 µM; hit rate 0.07% among 44,000; in the data active means inhibition above about 54%, passing the limit was not always enough;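 further: inhibitors reduce the monomethyl H3K36 fluorescence signal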
Target sequence (O96028 whole entry, looked up): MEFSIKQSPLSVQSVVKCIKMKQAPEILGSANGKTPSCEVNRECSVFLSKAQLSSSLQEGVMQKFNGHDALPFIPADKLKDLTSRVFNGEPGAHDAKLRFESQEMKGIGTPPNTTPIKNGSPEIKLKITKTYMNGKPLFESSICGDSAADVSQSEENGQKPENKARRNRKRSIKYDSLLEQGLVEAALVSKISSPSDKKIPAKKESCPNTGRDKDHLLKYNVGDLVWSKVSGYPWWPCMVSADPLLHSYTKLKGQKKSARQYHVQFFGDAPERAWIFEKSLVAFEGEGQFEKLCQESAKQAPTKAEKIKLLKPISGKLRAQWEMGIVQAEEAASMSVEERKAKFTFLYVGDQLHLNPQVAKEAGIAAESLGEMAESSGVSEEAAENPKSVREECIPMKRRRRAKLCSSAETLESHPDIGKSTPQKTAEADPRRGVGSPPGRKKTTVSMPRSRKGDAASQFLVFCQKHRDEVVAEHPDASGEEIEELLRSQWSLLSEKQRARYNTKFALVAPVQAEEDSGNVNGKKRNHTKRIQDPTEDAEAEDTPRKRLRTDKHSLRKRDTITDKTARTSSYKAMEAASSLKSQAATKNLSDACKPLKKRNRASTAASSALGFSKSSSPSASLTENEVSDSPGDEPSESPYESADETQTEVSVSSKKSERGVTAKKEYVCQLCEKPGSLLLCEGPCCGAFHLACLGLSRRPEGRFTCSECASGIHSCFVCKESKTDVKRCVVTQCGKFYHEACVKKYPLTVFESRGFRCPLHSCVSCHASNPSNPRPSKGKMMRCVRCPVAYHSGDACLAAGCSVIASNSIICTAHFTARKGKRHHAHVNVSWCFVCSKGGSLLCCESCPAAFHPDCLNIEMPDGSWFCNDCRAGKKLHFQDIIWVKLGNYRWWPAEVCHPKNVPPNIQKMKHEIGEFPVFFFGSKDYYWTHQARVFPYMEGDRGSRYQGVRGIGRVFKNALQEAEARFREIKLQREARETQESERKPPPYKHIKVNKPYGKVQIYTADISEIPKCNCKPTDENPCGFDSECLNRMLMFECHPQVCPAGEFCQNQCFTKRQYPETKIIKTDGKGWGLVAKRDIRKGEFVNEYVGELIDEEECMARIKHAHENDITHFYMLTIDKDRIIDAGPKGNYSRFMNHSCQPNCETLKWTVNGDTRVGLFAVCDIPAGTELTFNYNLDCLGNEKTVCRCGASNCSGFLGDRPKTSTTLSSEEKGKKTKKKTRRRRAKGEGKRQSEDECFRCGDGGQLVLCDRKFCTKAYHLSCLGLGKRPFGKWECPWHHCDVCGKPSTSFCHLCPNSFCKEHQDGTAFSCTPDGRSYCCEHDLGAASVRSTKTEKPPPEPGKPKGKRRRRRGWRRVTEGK
Numbers without * were called inactive; & = joins results of further samples.

SMILES	NSD2 block
Cc1nn2c(-c3cccc(NC(=O)CN4CCOCC4)c3)nnc2c2ccccc12	-1.9
C[C@@H]1CN([C@@H](C)CO)C(=O)c2cc(NS(=O)(=O)c3cn(C)cn3)ccc2O[C@@H](C)CCCCO[C@@H]1CN(C)C(=O)C1CCCCC1	5.2
C[C@@H]1CN([C@H](C)CO)S(=O)(=O)c2ccc(C#CC3(O)CCCC3)cc2O[C@@H]1CN(C)C(=O)Cc1cccnc1	3.4
Cc1noc(C)c1NC(=O)N(C)C[C@@H]1Oc2ccc(NC(=O)Nc3ccc(F)cc3)cc2C(=O)N([C@H](C)CO)C[C@@H]1C	5.6
C[C@@H]1CN([C@@H](C)CO)C(=O)Cc2cc(NC(=O)C3CCCCC3)ccc2O[C@@H]1CN(C)Cc1ccc(C(=O)O)cc1	0.4
COc1cccc(-c2ccc3c(c2)O[C@H](CN(C)C)[C@@H](C)CN([C@@H](C)CO)S3(=O)=O)c1	-5.8
C[C@@H]1CN([C@H](C)CO)C(=O)c2cc(C#CCc3ccccc3)cnc2O[C@@H]1CN(C)Cc1cccc(F)c1	11.4
C[C@@H]1CN([C@H](C)CO)C(=O)c2cc(-c3ccncc3)cnc2O[C@H]1CN(C)C(=O)C1CCOCC1	0.6
C[C@@H]1CN([C@H](C)CO)S(=O)(=O)c2ccc(-c3cccnc3)cc2O[C@H]1CN(C)C(=O)c1cccc(F)c1	9.7
C[C@@H]1CN([C@@H](C)CO)C(=O)Cc2cc(NS(=O)(=O)c3ccccc3)ccc2O[C@H]1CN(C)Cc1ccc(Cl)c(Cl)c1	-7.5
O=C(C[C@H]1C=C[C@@H](NC(=O)c2ccncc2)[C@H](CO)O1)NCCc1ccncc1	4.0
O=c1[nH]nc(SCCS(=O)(=O)c2ccc(F)cc2)n1Cc1ccco1	-2.4
C[C@@H]1CCCCO[C@@H](CN(C)C(=O)C2CCCCC2)[C@@H](C)CN([C@H](C)CO)C(=O)c2cc(NS(=O)(=O)c3cccs3)ccc2O1	-5.6
CN(C)c1ccc2c3c(ccc(N(C)C)c13)[C@](O)(C(F)(F)F)O[C@]2(O)C(F)(F)F	-1.4
C[C@H](CO)N1C[C@H](C)[C@H](CN(C)Cc2ccc(Oc3ccccc3)cc2)Oc2c(NC(=O)Nc3ccc4c(c3)OCO4)cccc2C1=O	3.8
C[C@@H]1CN([C@@H](C)CO)C(=O)Cc2cc(NS(=O)(=O)c3cccs3)ccc2O[C@H]1CN(C)Cc1ccc(Cl)c(Cl)c1	-1.9
COC(=O)c1ccc([C@H]2C=C(C(=O)O)O[C@@H](OCc3ccc(CO)cc3)C2)cc1	-0.8
O=c1nc2ccccc2c2n1CC(CN1CCN(c3ccccc3)CC1)N2 (stereo not given)	3.5
Cc1noc(C)c1NC(=O)Nc1ccc2c(c1)CC(=O)N([C@H](C)CO)C[C@H](C)[C@H](CN(C)Cc1ccc3c(c1)OCO3)O2	0.5
CCCN(C)C[C@@H]1Oc2cc(C#CC(C)(C)O)ccc2S(=O)(=O)N([C@@H](C)CO)C[C@@H]1C	-2.6
C[C@H](CO)N1C[C@H](C)[C@H](CN(C)CC2CC2)Oc2ccc(NC(=O)Nc3ccccc3)cc2CC1=O	0.4
COc1ccccc1S(=O)(=O)N(C)C[C@H]1Oc2cc(C#CCC3CCCC3)ccc2S(=O)(=O)N([C@H](C)CO)C[C@@H]1C	1.0
C[C@@H]1CN([C@H](C)CO)C(=O)c2cccc(NS(=O)(=O)c3cn(C)cn3)c2O[C@@H]1CN(C)Cc1ccncc1	12.7
C/C=C/c1cnc2c(c1)C(=O)N([C@H](C)CO)C[C@H](C)[C@H](CN(C)C(=O)c1cnccn1)O2	1.0
C[C@@H]1CCCCO[C@@H](CN(C)C(=O)NC2CCCCC2)[C@H](C)CN([C@H](C)CO)C(=O)c2cc(NC(=O)CCC(F)(F)F)ccc2O1	2.8

A different layout for part of the listing above:
O=c1[nH]nc(SCCS(=O)(=O)c2ccc(F)cc2)n1Cc1ccco1
  NSD2 block: -2.4
C[C@@H]1CCCCO[C@@H](CN(C)C(=O)C2CCCCC2)[C@@H](C)CN([C@H](C)CO)C(=O)c2cc(NS(=O)(=O)c3cccs3)ccc2O1
  NSD2 block: -5.6
CN(C)c1ccc2c3c(ccc(N(C)C)c13)[C@](O)(C(F)(F)F)O[C@]2(O)C(F)(F)F
  NSD2 block: -1.4

(continued)
SMILES	NSD2 block
CCCNC(=O)N(C)C[C@@H]1Oc2cc(C#C[C@@H](C)O)ccc2S(=O)(=O)N([C@H](C)CO)C[C@@H]1C	-6.7
C[C@@H]1CN([C@@H](C)CO)C(=O)c2cc(NC(=O)c3ccncc3)ccc2O[C@@H](C)CCCCO[C@H]1CN(C)S(=O)(=O)c1ccc(F)cc1	-1.1
CCCN(C)C[C@@H]1Oc2cc(C#Cc3ccncc3)ccc2S(=O)(=O)N([C@H](C)CO)C[C@@H]1C	0.9
CC(C)NC(=O)N(C)C[C@H]1Oc2ccc(NC(=O)CCCCCC(=O)Nc3ccccc3N)cc2CC(=O)N([C@H](C)CO)C[C@@H]1C	-1.0
CNC[C@H]1Oc2ccc(NC(=O)Nc3ccccc3)cc2CC(=O)N([C@H](C)CO)C[C@H]1C	-3.0
Cc1noc(C)c1S(=O)(=O)Nc1ccc2c(c1)C(=O)N([C@@H](C)CO)C[C@@H](C)[C@@H](CN(C)S(=O)(=O)c1ccc(F)cc1)OCCCC[C@H](C)O2	2.3
C[C@@H]1CN([C@@H](C)CO)C(=O)Cc2cc(NC(=O)c3ccncc3)ccc2O[C@@H]1CN(C)CC1CCCCC1	10.5
Cn1c(=O)c2c(ncn2C)n(C)c1=O	6.3
C[C@@H]1CCCCO[C@@H](CN(C)C(=O)c2ccccc2)[C@@H](C)CN([C@@H](C)CO)C(=O)c2cc(NS(=O)(=O)c3cn(C)cn3)ccc2O1	-3.6
Cc1noc(C)c1NC(=O)N[C@H]1C=C[C@H](CC(=O)NCc2ccc(Cl)c(Cl)c2)O[C@H]1CO	8.8
C[C@@H]1CN([C@@H](C)CO)C(=O)c2cc(N(C)C)ccc2O[C@H]1CN(C)C(=O)Nc1ccc(F)cc1	4.3
C[C@@H]1CN([C@@H](C)CO)C(=O)c2cc(C#CCN(C)C)cnc2O[C@@H]1CN(C)C(=O)NC1CCCC1	-0.2
CC(C)CC#Cc1cnc2c(c1)C(=O)N([C@H](C)CO)C[C@@H](C)[C@H](CN(C)C(=O)Nc1ccccc1F)O2	3.8
C[C@@H]1CCCCO[C@H](CN(C)CC2CCCCC2)[C@H](C)CN([C@@H](C)CO)C(=O)c2cc(NS(=O)(=O)c3ccc(F)cc3)ccc2O1	-3.4
C[C@@H]1CN([C@@H](C)CO)S(=O)(=O)c2ccc(C#Cc3ccccc3)cc2O[C@@H]1CN(C)S(=O)(=O)c1cn(C)cn1	5.0
COc1ccc(NC(=O)N(C)C[C@@H]2OCCCC[C@H](C)Oc3ccc(NC(=O)Nc4ccc5c(c4)OCO5)cc3C(=O)N([C@@H](C)CO)C[C@@H]2C)cc1	-3.5
CCCn1c(=O)[nH]c2nc(-c3ccc(S(=O)(=O)O)cc3)[nH]c2c1=O	0.1
COc1c(O)cc2c(c1O)C(=O)OC(C)C2Oc1cc2c(c(O)c1OC)C(=O)OC(C)C2O (stereo not given)	-3.7&-2.3
CC(C)N1CCN(c2ccc(OC[C@H]3CO[C@](Cn4cncn4)(c4ccc(Cl)cc4Cl)O3)cc2)CC1	-2.6
CC[C@H]1C(=O)CC2C3CCC4C[C@@H](O)[C@]5(O)C[C@]4(CO5)C3CC[C@@]21C (stereo not given in full)	-6.5
CCO[C@@H]1OC(C(=O)N2CCOCC2)=C[C@H](c2ccc3c(c2)OCO3)[C@H]1CCCO	2.1
CS(=O)(=O)Nc1ccc2c(c1)[C@@H]1C[C@@H](CC(=O)NCCN3CCCCC3)O[C@@H](CO)[C@@H]1O2	5.8
C[C@H]1CN([C@@H](C)CO)C(=O)Cc2cc(NC(=O)Nc3cccc4ccccc34)ccc2O[C@H]1CN(C)S(=O)(=O)c1cn(C)cn1	-2.6
CCNc1nc(NCC)nc(Oc2ccc(=O)[nH]n2)n1	-1.1
COc1ccc(S(=O)(=O)N(C)C[C@H]2Oc3ccc(NC(=O)Cn4cnnn4)cc3CC(=O)N([C@@H](C)CO)C[C@@H]2C)cc1	0.4

Six consecutive compounds already listed:
SMILES	NSD2 block
CC[C@H]1C(=O)CC2C3CCC4C[C@@H](O)[C@]5(O)C[C@]4(CO5)C3CC[C@@]21C (stereo not given in full)	-6.5
CCO[C@@H]1OC(C(=O)N2CCOCC2)=C[C@H](c2ccc3c(c2)OCO3)[C@H]1CCCO	2.1
CS(=O)(=O)Nc1ccc2c(c1)[C@@H]1C[C@@H](CC(=O)NCCN3CCCCC3)O[C@@H](CO)[C@@H]1O2	5.8
C[C@H]1CN([C@@H](C)CO)C(=O)Cc2cc(NC(=O)Nc3cccc4ccccc34)ccc2O[C@H]1CN(C)S(=O)(=O)c1cn(C)cn1	-2.6
CCNc1nc(NCC)nc(Oc2ccc(=O)[nH]n2)n1	-1.1
COc1ccc(S(=O)(=O)N(C)C[C@H]2Oc3ccc(NC(=O)Cn4cnnn4)cc3CC(=O)N([C@@H](C)CO)C[C@@H]2C)cc1	0.4

Later entries.
SMILES	NSD2 block
C[C@@H]1CN([C@@H](C)CO)C(=O)c2cccc(NS(=O)(=O)c3ccccc3)c2O[C@@H]1CN(C)C(=O)Nc1ccc2c(c1)OCO2	3.7
CC(C)CC#Cc1ccc2c(c1)O[C@H](CN(C)C(=O)c1ccccc1F)[C@@H](C)CN([C@@H](C)CO)S2(=O)=O	0.7
C[C@H]1CN([C@@H](C)CO)C(=O)c2cc(NC(=O)CCN3CCOCC3)ccc2O[C@@H]1CN(C)Cc1ccc(C(=O)O)cc1	4.7
C[C@@H]1CN([C@H](C)CO)C(=O)c2cccc(NC(=O)Nc3ccc(C(F)(F)F)cc3)c2O[C@@H]1CN(C)Cc1ccc2c(c1)OCO2	-16.0
COc1ccc(S(=O)(=O)N(C)C[C@@H]2Oc3ccc(NC(=O)Cc4cn(C)c5ccccc45)cc3CC(=O)N([C@@H](C)CO)C[C@H]2C)cc1	4.2
C[C@@H]1CN([C@H](C)CO)C(=O)Cc2cc(NC(=O)Cc3ccccc3)ccc2O[C@H]1CN(C)S(=O)(=O)c1cn(C)cn1	-1.2
Cc1noc(C)c1NC(=O)Nc1ccc2c(c1)C(=O)N([C@@H](C)CO)C[C@@H](C)[C@H](CN(C)C(=O)Nc1c(C)noc1C)OCCCC[C@@H](C)O2	0.0
CCCC#Cc1ccc2c(c1)O[C@H](CN(C)Cc1ccncc1)[C@H](C)CN([C@@H](C)CO)S2(=O)=O	1.2
C[C@@H]1CN([C@@H](C)CO)C(=O)c2cc(C#Cc3ccccc3F)cnc2O[C@@H]1CN(C)C(=O)C1CCOCC1	-2.6
C[C@@H]1CN([C@H](C)CO)C(=O)c2cccc(NS(=O)(=O)c3ccc(Cl)cc3)c2O[C@@H]1CN(C)S(=O)(=O)c1cccs1	-5.2
COc1cc(OC)c2c(=O)c(-c3ccc4c(c3)OCO4)coc2c1	1.1
CC(C)NC(=O)N(C)C[C@H]1Oc2cc(C#C[C@@H](C)O)ccc2S(=O)(=O)N([C@@H](C)CO)C[C@H]1C	10.2
C[C@@H]1CN([C@@H](C)CO)C(=O)c2cccc(NC(=O)c3ccc(-c4nccs4)cc3)c2O[C@H]1CN(C)CC1CCCCC1	-10.5
Cc1noc(C)c1NC(=O)Nc1ccc2c(c1)C(=O)N([C@H](C)CO)C[C@H](C)[C@H](CN(C)CC1CC1)O2	1.9
COc1cccc(S(=O)(=O)N[C@@H]2C=C[C@H](CC(=O)NC3Cc4ccccc4C3)O[C@H]2CO)c1	3.3
COc1ccc(S(=O)(=O)N(C)C[C@H]2OCCCC[C@H](C)Oc3ccc(NS(=O)(=O)c4cn(C)cn4)cc3C(=O)N([C@@H](C)CO)C[C@H]2C)cc1	2.2
CNC[C@H]1Oc2c(NC(=O)c3ccc(-c4nccs4)cc3)cccc2C(=O)N([C@@H](C)CO)C[C@@H]1C	-4.0
COc1cc2c(cc1-c1coc3c4c(ccc3c1=O)OC(C)(C)C=C4)OCO2	1.0
CN(C)C(=O)C[C@H]1C[C@@H]2c3cc(NC(=O)CC4CC4)ccc3O[C@@H]2[C@@H](CO)O1	17.7
C[C@@H]1CN([C@@H](C)CO)C(=O)c2cccc(NS(C)(=O)=O)c2O[C@H]1CN(C)C(=O)Nc1ccc(C(F)(F)F)cc1	-5.2
C[C@H]1CN([C@@H](C)CO)C(=O)Cc2cc(NS(C)(=O)=O)ccc2O[C@H]1CN(C)S(=O)(=O)c1ccc(Cl)cc1	-2.1
CCCN(C)C[C@@H]1Oc2cc(C#C[C@H](C)O)ccc2S(=O)(=O)N([C@H](C)CO)C[C@@H]1C	2.6
CCCC#Cc1ccc2c(c1)O[C@H](CN(C)C(=O)c1ccncc1)[C@@H](C)CN([C@H](C)CO)S2(=O)=O	0.5
CCC(=O)N(C)C[C@@H]1Oc2ncc(/C=C/c3ccccc3)cc2C(=O)N([C@@H](C)CO)C[C@H]1C	2.7
CO[C@H](CN(C)C(=O)c1cnccn1)[C@@H](C)CN([C@H](C)CO)S(=O)(=O)c1ccc(F)cc1	2.8
SMILES	NSD2 block
COCC#Cc1cnc2c(c1)C(=O)N([C@@H](C)CO)C[C@@H](C)[C@H](CN(C)S(C)(=O)=O)O2	2.8
Cc1ccccc1-c1cnc2c(c1)C(=O)N([C@@H](C)CO)C[C@H](C)[C@H](CN(C)C(=O)CC1CC1)O2	1.0
COC(=O)C1=C2CC[C@H](CO)NC(=O)N[C@H](Cc3ccccc3)C(=O)NCc3cn(nn3)C[C@H](Cc3ccccc3)NC(=O)c3oc(c(C(=O)OC)c3C(=O)OC)CC[C@H](CO)NC(=O)N[C@H](Cc3ccccc3)C(=O)NCc3cn(nn3)C[C@H](Cc3ccccc3)NC(=O)C(=C1C(=O)OC)O2	-1.9
C[C@@H]1CN([C@H](C)CO)S(=O)(=O)c2ccc(C#CC3(O)CCCC3)cc2O[C@H]1CN(C)C(=O)Nc1ccccc1	-3.6
Cc1nn(-c2ccccc2)nc1-c1nnc(-c2ccc(Cl)c(Cl)c2)o1	8.4
CCCNC(=O)C[C@H]1C[C@@H]2c3cc(NC(=O)C4CCC4)ccc3O[C@@H]2[C@@H](CO)O1	0.2

Only part of the results is shown, so the mix of outcomes need not match the whole.
